Bioassay records (PubChem BioAssay)
E-sel TNF inh – blocks E-selectin expression induced by TNF alpha; HUVEC TNFa-induced E-selectin immunofluorescence, high content; inhibition, % at 2 µM; 120,000 tested, 0.71% active;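 active = inhibition above the batch mean plus 3 SD, and confirmed as a hit on visual image review, cut at about 43% in these data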;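 note: 0% = TNF-stimulated DMSO wells and 100% = unstimulated control wells; not every result past the cut was called active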
Phagocytosis inh – inhibitors of macrophage phagocytosis; J774A.1 macrophage IgG-bead phagocytosis, imaging; inhibition, % at 5 µM; 110,000 tested, 0.07% active;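 active = inhibition above the mean of the plate negative controls plus 5 SD, cut at about 13% in these data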;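 note: phagocytic index as fraction of beads internalized from green versus red external bead signal; plate controls were DMSO negative control for no effect and cytochalasin-D positive control for full effect; some results beyond the cut were filed as inactive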
PTEN del growth – PTEN-deleted cell growth suppression | viability, % at 10 µM | AID 827 | HCT116 PTEN-null viability, CellTiter-Glo, 60 h; hits give low values | 140,000 tested, 1.2% active;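 active = viability at or below a set limit, 4 SD under the median of all tested compounds, cut at about 3.7% in these data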;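 note: PTEN knockout HCT116 line with beta catenin targeted HCT116 as companion control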
Yeast growth inh – reduces growth of yeast BB579 in restrictive medium. S. cerevisiae BB579 growth, OD615, 48 h. inhibition, % at 10 µM. 140,000 tested, 0.51% active. AID 804;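 active = inhibition above a set limit, 3 SD over the mean compound inhibition, cut at about 44% in these data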; note: inactives centre near -24
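Material: Saccharomyces cerevisiae DeaD strain BB579, replicative lifespan model yeast; buffer or medium: CSMM-D restrictive synthetic medium containing dextrose (glucose); compound: 10 µM single dose, DMSO 0.25%; timing: 48 h compound exposure at 30 °C after 4 h preincubation; signal: turbidity as optical density at 615 nm; benchmarks: positive control amphotericin B 10 µg/mL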
bCat KO growth – beta-catenin-lacking colon tumor cell growth suppression; AID 818; 140,000 tested, 1.5% active; HCT116 beta-catenin knockout viability, CellTiter-Glo, 60 h; hits give low values; viability, % at 10 µM;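 active = viability at or under a set limit, the compound median less 4 SD, cut at about 6% in these data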;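 note: 0% = Hyamine 1622 control at 20 µM and 100% = untreated cell control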
GALR2 blocker – GALR2 (human) receptor antagonism | O43603 | GALR2-expressing cells, antagonist mode | inhibition, % at 4 µM | 140,000 tested, 0.39% active | AID 828; in the data active = inhibition above about 27%;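 note: cells stimulated with galanin 1-16 at roughly its EC80; 0% = agonist challenge control and 100% = basal control without agonist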
Target sequence (O43603 whole entry, looked up): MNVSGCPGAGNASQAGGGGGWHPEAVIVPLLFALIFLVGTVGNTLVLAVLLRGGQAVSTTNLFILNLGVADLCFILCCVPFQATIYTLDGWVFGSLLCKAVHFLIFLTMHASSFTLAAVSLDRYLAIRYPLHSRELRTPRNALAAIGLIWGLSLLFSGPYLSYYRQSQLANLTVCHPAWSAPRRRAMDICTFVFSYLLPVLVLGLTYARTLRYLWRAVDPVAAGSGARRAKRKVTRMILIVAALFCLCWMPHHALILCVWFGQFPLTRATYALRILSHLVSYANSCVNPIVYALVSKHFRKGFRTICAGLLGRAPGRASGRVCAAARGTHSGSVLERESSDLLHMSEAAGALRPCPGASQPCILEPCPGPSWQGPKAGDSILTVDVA
Measles CPE – protection of cells from measles virus; Measles virus-infected cells, CPE protection, absorbance; protection (pct of control), % at 4 µM; 140,000 tested, 1.5% active; AID 841; in the data active = protection mostly above about 24%, no sharp cut-off; inactive = mostly below about 26%; note: some compounds called inactive have numbers as strong as hits
NPY Y2 blocker – NPY-Y2 (human) receptor antagonism; NPY-Y2 expressing cells, antagonist mode; AID 793; P49146; 140,000 tested, 0.99% active; inhibition, % at 2.7 µM; in the data active = inhibition above about 17%;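 note: 0% = vehicle with agonist challenge and 100% = reference antagonist with challenge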
Target sequence (P49146 whole entry, looked up): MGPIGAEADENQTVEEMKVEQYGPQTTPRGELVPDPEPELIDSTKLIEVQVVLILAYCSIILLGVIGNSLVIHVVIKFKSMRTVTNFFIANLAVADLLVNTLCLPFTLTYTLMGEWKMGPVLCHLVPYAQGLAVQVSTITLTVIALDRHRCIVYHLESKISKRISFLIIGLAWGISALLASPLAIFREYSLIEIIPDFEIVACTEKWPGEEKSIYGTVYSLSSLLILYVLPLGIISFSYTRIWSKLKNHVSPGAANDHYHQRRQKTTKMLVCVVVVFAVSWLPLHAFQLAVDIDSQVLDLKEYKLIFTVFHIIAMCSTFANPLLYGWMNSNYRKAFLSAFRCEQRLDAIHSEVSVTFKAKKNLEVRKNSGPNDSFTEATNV
MRP-1 activ – MRP-1 activation | H69AR cells + doxorubicin, viability rescue, CellTiter-Glo | viability increase, % at 10 µM | 140,000 tested, 0.61% active | AID 799;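 active = viability gain under doxorubicin at or above a set limit, the compound median plus 3 SD, cut at about 4.7% in these data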;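 note: MRP-1 overexpressing cells given doxorubicin 25 µM after compound pretreatment; 18-22 h compound pretreatment then 72 h with doxorubicin before readout; 0% = doxorubicin-only wells and 100% = vehicle-treated cells without doxorubicin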
Yeast life ext – extends the lifespan of yeast | 130,000 tested, 0.68% active | AID 775 | S. cerevisiae growth with nicotinamide, OD615; deaD strain in restrictive glucose medium | inhibition of the nicotinamide effect, % at 10 µM;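 active = inhibition above a set limit, placed 3 SD over the median of all compounds, cut at about 26% in these data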;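 note: 0% = nicotinamide-treated wells and 100% = cells grown without nicotinamide; some compounds called inactive have numbers as strong as hits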
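Assay system: engineered S. cerevisiae DeaD replicative-lifespan strain, galactose-grown log-phase cells; medium: restrictive CSMM-D dextrose medium; also added: nicotinamide, 1.5 mM, co-present with compound; schedule: 48 h compound exposure at 30 °C, humidified; detection: absorbance at 615 nm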
The depositor's hits bear a star; . = not tested or not shown; & = joins results of further samples.

cpd	mol	E-sel TNF inh	Phagocytosis inh	PTEN del growth	Yeast growth inh	bCat KO growth
1	Cc1ccc(CCSCC(=O)O)cn1	-7	4	93	-60	92
2	CC1=CC(C)(C)Nc2ccc(OC(=O)c3ccco3)cc21	.	2	1.3*	16	1.6*
3	S=c1[nH]ncn1/N=C/c1ccccc1	.	2	116	-34	100
4	N#Cc1ccc(N2CCc3ccccc3C2)c([N+](=O)[O-])c1	.	-1	73	-1	82
5	CCOC(=O)C(C(=O)c1ccccc1)C1CC(C)NC(=S)N1 (centres undefined)	.	-6	103	-24	88
6	CCCN1CCC(N2CCN(c3cccc(C(F)(F)F)c3)CC2)CC1	.	8	86	-18	72
7	CC(NC(=O)c1ccccc1NS(C)(=O)=O)c1ccccc1 (centres undefined)	-26	-1	93	-32	100
8	O=C(N/N=C/c1cccnc1)C(O)(c1ccccc1)c1ccccc1	-63	1	98	-9	93
9	COc1ccc(S(=O)(=O)N(Cc2cccs2)C2CCCC2)cc1	-17	3	80	-94	90
10	CCOC(=O)C1CCN(C(=O)c2cccc(C(=O)N3CCC(C(=O)OCC)CC3)c2)CC1	-20	0	92	-45	93
11	CC(C)CCN1C(=O)CCC1(C)C(=O)NC1CCCCCC1 (centres undefined)	.	0	89	-2	92
12	CCCCn1c(N)c(C(=S)NC(=O)CC(C)(C)C)c(=O)n(C)c1=O	.	-10	102	-6	85

cpd	GALR2 blocker	Measles CPE	NPY Y2 blocker	MRP-1 activ	Yeast life ext
1	-2	11	2	-0.5	-6
2	20	9	0	-1.6	-5
3	10	10	-2	-0.6	-3
4	6	7	6	0.2	-2
5	-4	-2	-2	-4.0	5
6	7	15	6	-1.1	-11
7	7	18	1	-2.5	-8
8	3	3	1	-0.7	0
9	16	8	8	-1.4	11
10	-1	8	1	-1.3	-1
11	0	3	1	-1.5	-10
12	1	6	4	2.6	-3

Later entries
cpd	mol	E-sel TNF inh	Phagocytosis inh	PTEN del growth	Yeast growth inh	bCat KO growth
13	Cc1c(Cl)cccc1NC(=O)c1cccc(NC(=O)CCC(=O)O)c1	-1	-2	107	-52	101
14	COc1ccccc1/C=c1\sc2nc(-c3ccccc3OC)nn2c1=O	9	0	91	-44	95
15	CC(=O)N1CCN(S(=O)(=O)c2cccc(C(=O)Nc3ccc4c(c3)CCC4)c2)CC1	10	.	84	-46	88
16	COc1ccc(C(=O)Nn2cc3c(c2-c2ccccc2)c(=O)n(C)c(=O)n3C)cc1	-6	0	104	-31	112
17	Cc1cccc(/C(N)=N/OC(=O)CCc2ccccc2)c1	-10	-6	93	-27	88
18	N#Cc1c(NC(=O)c2cc(-n3cnnc3)ccc2Cl)sc2c1CCCC2	.	1	72	-44	84
19	Cn1c(SCc2ccc(Br)cc2)nnc1-c1cccs1	.	-1	105	-76	98
20	N/C(=N\OC(=O)Cc1ccccc1)c1cccnc1	1	.	105	-54	108
21	Cc1cccc(OCCCC(=O)Nc2ccc(N3CCCCC3)cc2)c1	-22	1	98	-26	92
22	Cc1ccc(NC(=O)COC(=O)CCNS(=O)(=O)c2ccc(C)c(C)c2)cc1	.	-4	100	3	92
23	O=C(NNC(=S)Nc1ccc(Cl)cc1Cl)c1ccc(N2CCOCC2)c([N+](=O)[O-])c1	3	-5	95	-26	93
24	N#CCSc1nnc(-c2ccccc2O)n1Cc1ccccc1	.	-1	96	-43	95

cpd	GALR2 blocker	Measles CPE	NPY Y2 blocker	MRP-1 activ	Yeast life ext
13	3	6	0	1.1	-8
14	-14	14	2	-1.2	-13
15	23	6	0	-2.9	.
16	8	12	-1	0.2	-11
17	-16	8	3	-0.8	-8
18	4	7	1	-4.6	-14
19	5	18	2	-0.7	-5
20	-1	14	5	1.4	-8
21	-5	8	3	-1.7	-3
22	10	3	-2	-0.5	-2
23	0	25	9	-2.8	-6
24	2	16	0	-3.3	-1

Some of these compounds in order of their number in Yeast growth inh, low to high:
| entry | compound | Yeast growth inh |
| --- | --- | --- |
| 15 | CC(=O)N1CCN(S(=O)(=O)c2cccc(C(=O)Nc3ccc4c(c3)CCC4)c2)CC1 | -46 |
| 23 | O=C(NNC(=S)Nc1ccc(Cl)cc1Cl)c1ccc(N2CCOCC2)c([N+](=O)[O-])c1 | -26 |
| 8 | O=C(N/N=C/c1cccnc1)C(O)(c1ccccc1)c1ccccc1 | -9 |

Four structures out of the list, ordered by molar mass, rising:
cpd	mol	E-sel TNF inh	Phagocytosis inh	PTEN del growth	Yeast growth inh	bCat KO growth
20	N/C(=N\OC(=O)Cc1ccccc1)c1cccnc1	1	.	105	-54	108
24	N#CCSc1nnc(-c2ccccc2O)n1Cc1ccccc1	.	-1	96	-43	95
19	Cn1c(SCc2ccc(Br)cc2)nnc1-c1cccs1	.	-1	105	-76	98
16	COc1ccc(C(=O)Nn2cc3c(c2-c2ccccc2)c(=O)n(C)c(=O)n3C)cc1	-6	0	104	-31	112

cpd	GALR2 blocker	Measles CPE	NPY Y2 blocker	MRP-1 activ	Yeast life ext
20	-1	14	5	1.4	-8
24	2	16	0	-3.3	-1
19	5	18	2	-0.7	-5
16	8	12	-1	0.2	-11

(list continues)
cpd	mol	E-sel TNF inh	Phagocytosis inh	PTEN del growth	Yeast growth inh	bCat KO growth
25	CCCc1nc(SCC(=O)Nc2ccccc2)c2c(=O)n(C)c(=O)n(C)c2n1	10	1	95	-26	90
26	CCC(=O)NC(=S)Nc1ccc(NC(=O)COc2ccc(Cl)cc2Cl)cc1	-20	.	66	-38	52
27	C=CCC1(C#N)C(SC)=NC2=C(C(=O)CC(C)(C)C2)C1c1ccc(Br)cc1 (centres undefined)	.	-2	33	-3	43
28	COc1ccccc1N(Cc1ccccc1)S(=O)(=O)c1cccc(C(=O)Nc2ccc(C(C)=O)cc2)c1	65*	6	82	-18	78
29	CCc1ccc(NC(=O)CN2CCc3ccccc3C2)cc1	10	0	92	-19	107
30	CCN(CC)C(=O)CSc1nnc(-c2cc3ccccc3cc2O)n1CC	-6	0	73	-11	77
31	CCOc1ccc(OCc2ccc(C(=O)NCC3CCCO3)o2)cc1 (centres undefined)	-1	-1	92	-14	87
32	COC(=O)c1ccc(CSc2nc3ccccc3c(=O)n2-c2ccccc2)o1	14	2	79&84	-17	75
33	CCCCC(=O)NC(Nc1nc(C2CC2)cs1)(C(=O)OCC)C(F)(F)F (centres undefined)	-15	.	79	-39	93
34	O=C(NCC1CCCO1)c1ccc2c(=O)n(Cc3ccco3)c(SCC(=O)N3CCCC3)nc2c1 (centres undefined)	3	.	92	-39	96
35	O=C(N1CCCCC1)C12CC3CC(C1)CC(C(=O)N1CCCCC1)(C3)C2	-7	0	91	-20	90
36	O=C(c1ccc2c(c1)C(=O)N(CCCO)C2=O)c1ccc2c(c1)C(=O)N(CCCO)C2=O	-8	-3	100	-26	94

cpd	GALR2 blocker	Measles CPE	NPY Y2 blocker	MRP-1 activ	Yeast life ext
25	-4	3	3	-0.7	-9
26	-5	8	5	-3.5	-6
27	10	12	-2	1.8	0
28	3	6	3	-2.8	-1
29	4	5	5	-2.8	-12
30	-1	4	0	-1.0	-6
31	-2	3	0	-3.4	-22
32	-10	3	18*	-0.9	6
33	2	9	3	-4.0	-16
34	-2	5	6	-3.9	-22
35	8	2	1	-0.5	1
36	-6	15	0	-1.2	0

New compounds follow.
cpd	mol	E-sel TNF inh	Phagocytosis inh	PTEN del growth	Yeast growth inh	bCat KO growth
37	CCCC(C)NC(=O)COc1ccc(S(=O)(=O)c2ccc(OCC(=O)NC(C)CCC)cc2)cc1 (centres undefined)	-23	12	84	-6	95
38	COC(=O)c1nc(NC(=O)c2ccc(Br)cc2)n[nH]1	-54	-1	95	-20	99
39	COc1ccccc1N1CCN(C(=O)c2ccc(C(C)(C)C)cc2)CC1	18	1	87	15	83
40	COC(=O)CSc1nc(C2CC2)cc(C(F)(F)F)c1C#N	-16	0	101	-78	94
41	CC1(C(=O)O)CCC(C(=O)Nc2ccc(S(N)(=O)=O)cc2)C1(C)C (centres undefined)	-17	1	99	-32	101
42	COc1ccc(-c2nc(N)n[nH]2)cc1OC	14	-1	100	1	93
43	Cc1cc(N/N=C/c2cccc(Br)c2)nc2ccccc12	.	-7	82	3	83
44	CN(C)c1nc(NCc2ccccc2)nc(SCC(=O)Nc2ccccc2Cl)n1	14	0	86	-42	86
45	COc1ccc(C(=O)COC(=O)CNS(=O)(=O)c2ccc(C)cc2)cc1	.	-11	106	-44	100
46	CC(NC(=O)Nc1cccc([N+](=O)[O-])c1)(C(F)(F)F)C(F)(F)F	1	1	10	4	25
47	CC(=O)Nc1ccc2c(c1)C(=O)N(c1ccc(C)cc1)C2=O	20	1	89	-33	96
48	N#Cc1ccccc1NC(=O)Nc1cccc(Cl)c1	10	-1	92	-44	91

cpd	GALR2 blocker	Measles CPE	NPY Y2 blocker	MRP-1 activ	Yeast life ext
37	-5	26	3	-3.7	0
38	16	4	5	-1.1	-4
39	13	0	0	-0.7	10
40	8	7	0	2.6	-1
41	-11	3	1	0.5	-6
42	6	23	-1	-1.9	-20
43	11	2	9	-0.4	-7
44	-2	5	43*	4.5	2
45	-7	27	1	0.6	0
46	2	4	-1	-7.2	-26
47	-7	10	-4	-2.1	-15
48	-14	18	4	-2.1	-3

Continuation.
cpd	mol	E-sel TNF inh	Phagocytosis inh	PTEN del growth	Yeast growth inh	bCat KO growth
49	COc1ccc(CNCCc2ccccc2)cc1OCC(N)=O	8	.	100	-14	110
50	O=C(CNC(=O)c1ccccc1F)OCC(=O)N1CCCCC1	8	4	96	-13	92
51	CCOC(=O)C1=C(C)OC(N)=C(C#N)C1C1CCCCC1 (centres undefined)	-21	0	86	-73	97
52	COc1ccc(CCNc2oc(-c3ccc(C)cc3)nc2C#N)cc1OC	-8	2	97	-18	86
53	CN(CC(=O)NCc1cccs1)S(=O)(=O)c1cccc2cccnc12	.	0	99	-24	98
54	O=C1NC(NS(=O)(=O)c2ccc(Cl)cc2)(C(F)(F)F)C(=O)N1c1ccccc1 (centres undefined)	.	.	98	-34	101
55	O=C(NCc1ccco1)C1CCN(c2ccc(N3CCOCC3)nn2)CC1	.	.	95	-28	96
56	CC1(C)CC(=O)C(C=NCCN2CCN(C(=O)CC3CCCC3)CC2)=C(O)C1	.	0	101	-57	102
57	O=c1n(-c2ccccc2)c(=O)n2n1CCCC2	-16	.	114	-36	109
58	COc1cccc(C(c2sc3nc(C)nn3c2O)N2CCc3ccccc3C2)c1 (centres undefined)	-10	-2	95	-20	97
59	COc1ccc(/C=C/C(=O)NNc2c(F)c(F)cc(F)c2F)cc1OC	-54	-4	85	-38	87

cpd	GALR2 blocker	Measles CPE	NPY Y2 blocker	MRP-1 activ	Yeast life ext
49	6	3	2	-0.9	-10
50	7	7	2	-0.2	5
51	12	12	3	-3.8	1
52	16	10	4	-0.4	0
53	-9	12	1	-2.7	-6
54	0	5	1	-0.4	11
55	2	7	-1	-2.4	-2
56	-7	5	-3	-0.7	2
57	4	22	-1	-0.4	-11
58	5	19	5	-2.8	4
59	-7	9	2	-3.7	-13

Quoted from the listing.
compound 58 in MRP-1 activ → -2.8
compound 52 in Yeast life ext → 0
